CHRM4 antagonist: antagonists of human muscarinic M4 receptor (CHRM4); CHO-hM4 cells, ACh EC80, Fluo-8 calcium fluorescence; 360,000 tested, 0.73% active; inhibition, % at 3 µM; P08173;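 active = inhibition above its plate's cutoff, the mean inhibition of sample wells plus 3 SD, cut at about 27% in these data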;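 also: 0% = acetylcholine EC80 with DMSO and 100% = DMSO without agonist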
CHRM1 PAM: positive allosteric modulators of human M1 muscarinic receptor; CHO-K1 hM1, Fluo-8 calcium fluorescence, ACh EC20; 0% = ACh EC20, 100% = maximal ACh; activation, % at 3 µM; 360,000 tested, 0.088% active; AID 588819; in the data active = activation above about 19%, passing the limit was not always enough
Target sequence (P11229 whole entry, looked up): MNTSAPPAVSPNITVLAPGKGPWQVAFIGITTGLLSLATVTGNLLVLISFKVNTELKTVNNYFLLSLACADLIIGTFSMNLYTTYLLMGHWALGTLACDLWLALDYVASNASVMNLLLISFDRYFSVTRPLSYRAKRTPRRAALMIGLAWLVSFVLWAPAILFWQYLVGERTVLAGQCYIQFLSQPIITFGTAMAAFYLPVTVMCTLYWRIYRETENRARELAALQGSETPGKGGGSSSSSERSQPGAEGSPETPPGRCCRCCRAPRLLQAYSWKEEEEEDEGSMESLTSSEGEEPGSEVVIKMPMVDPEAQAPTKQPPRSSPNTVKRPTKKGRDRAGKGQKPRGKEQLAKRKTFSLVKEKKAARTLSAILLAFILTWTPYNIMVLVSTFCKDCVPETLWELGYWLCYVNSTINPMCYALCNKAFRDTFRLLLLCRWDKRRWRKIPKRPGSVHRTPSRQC
CHO parental Ca: signal in parental CHO cells, OX1R antagonist counter-screen. parental CHO-K1, ATP-induced calcium, Fluo-8 fluorescence. inhibition, % at 5.6 µM. 330,000 tested, 0.63% active;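 active = inhibition above that plate's mean sample inhibition plus 3 SD, cut at about 26% in these data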;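 also: 0% = ATP-challenged DMSO wells and 100% = DMSO wells without ATP; some compounds past the cut are filed as inactive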
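Test system: parental CHO cells; detection: calcium-sensitive Fluo-8 fluorescence; evaluation: percent inhibition of calcium signal; also added: ATP as calcium-mobilizing challenge; repeats: one well per compound; control set: ATP-challenged DMSO wells low, unchallenged DMSO wells high; compound: single nominal dose of 5.6 µM per compound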
CHRM1 antagonist: human CHRM1 antagonism; CHO-K1 hM1, Fluo-8 calcium fluorescence, ACh EC80 antagonist; 360,000 tested, 1.3% active; P11229; inhibition, % at 3 µM;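 active = percent inhibition above its own plate's cutoff, namely the mean of that plate's compound wells plus 3 SD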;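 also: peak over basal fluorescence ratio during 140 s after agonist addition; 0% = ACh EC80 plus DMSO and 100% = DMSO alone without agonist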
M4 ag: CHRM4 agonism in calcium assay | 360,000 tested, 0.14% active | AID 624127 | activation, % at 3 µM | CHO-K1 hM4/Gqi5, Fluo-8 calcium fluorescence; vehicle 0%, full acetylcholine response 100%;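 active = activation above the run mean over all test wells plus 3 SD, cut at about 32% in these data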;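 also: peak over basal fluorescence ratio per well then scaled between controls; 0% = DMSO wells and 100% = acetylcholine at EC100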
M1 ag: activates human CHRM1 receptor; AID 588814; activation, % at 3 µM; CHO-K1 hM1, Fluo-8 calcium fluorescence, agonist mode; 0% DMSO, 100% acetylcholine EC100; 360,000 tested, 0.33% active;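 active = activation above the run's mean compound activation plus 3 SD, cut at about 16% in these data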;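 also: peak over basal fluorescence ratio within a 140 s kinetic read after compound addition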
OXTR potentiator: potentiators of human oxytocin receptor; activation, % at 3 µM; P30559; 320,000 tested, 0.061% active; CHO-OTR cells, Fluo-8 calcium fluorescence, potentiator mode; 0% = oxytocin EC15, 100% = EC100;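 active = activation above that plate's cutoff, the mean activation of tested compounds plus 3 SD, cut at about 6.6% in these data, passing the limit was not always enough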;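 also: 100% uses oxytocin at 75 nM as the full agonist control; some results filed as inactive read as strong as hits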
Target sequence (P30559 whole entry, looked up): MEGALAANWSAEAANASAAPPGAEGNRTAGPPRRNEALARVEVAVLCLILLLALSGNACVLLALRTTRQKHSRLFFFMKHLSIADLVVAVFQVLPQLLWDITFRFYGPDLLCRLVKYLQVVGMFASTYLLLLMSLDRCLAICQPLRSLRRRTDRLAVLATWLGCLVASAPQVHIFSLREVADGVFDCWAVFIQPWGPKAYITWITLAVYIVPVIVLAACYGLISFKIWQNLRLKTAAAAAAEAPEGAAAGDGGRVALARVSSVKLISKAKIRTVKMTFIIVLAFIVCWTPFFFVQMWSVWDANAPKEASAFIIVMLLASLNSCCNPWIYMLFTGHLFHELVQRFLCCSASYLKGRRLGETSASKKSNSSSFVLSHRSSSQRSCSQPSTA
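Dosing: Single dose, 3.0 µM nominal final compound concentration | Material: Human OTR in CHO cells | Technique: Kinetic Fluo-8 calcium fluorescence | Benchmarks: EC15 oxytocin alone as 0%, 75 nM oxytocin as 100% | Probe or stimulus: Oxytocin at about EC15, sub-maximal agonist stimulus | Incubation: Compound 6 min at room temperature before oxytocin, 100 s read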
CHO-K1 Ca ag: nonselective activator or artifact in parental CHO-K1 cells | Fluo-8 calcium fluorescence; scaled to maximal ATP response, vehicle zero | activation, % at 3 µM | 360,000 tested, 0.48% active; in the data active = activation above about 15%;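 also: untransfected CHO-K1 host cells lacking M1 receptor as counterscreen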
CHO-K1 Ca antag: counter-screen for M1 antagonists: effect in parental CHO-K1 cells. ATP-induced calcium, Fluo-8 fluorescence. inhibition, % at 3 µM. 360,000 tested, 0.6% active;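 active = inhibition above a per-plate cutoff, the plate's mean sample inhibition plus 3 SD, cut at about 24% in these data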;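 also: 0% = DMSO plus EC80 ATP and 100% = DMSO alone without ATP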
Active calls of the source: *; . = not tested or not shown. Not all compounds are listed (hit frequency here may not be typical).

1) CCCC[N+]12CCC(CC1)C(C(O)(c1ccccc1)c1ccccc1)C2 (configuration not stated)
2) O=c1c([N+](=O)[O-])cn(O)cc1[N+](=O)[O-]
3) COc1cc(C(O)CN)ccc1O (configuration not stated)
4) CC(=NCCN(C)C)c1c(O)n(Cc2ccccc2)c(=O)[nH]c1=O
5) O=C(Cc1cccc(C(F)(F)F)c1)N1CCN(CC(=O)N2CCCC2)CC1
6) COc1c(C)cc(C(=O)C2CCCN(Cc3ccccn3)C2)cc1C (configuration not stated)
7) O=C1N(c2nncs2)CCN1[N+](=O)[O-]
8) CC/C(=N\Nc1ccccc1)c1c(O)n(C)c(=O)n(C)c1=O
9) Cc1ccsc1CNCCc1ccc(F)cc1
10) CC(=O)OC1N=C(c2ccc(Cl)cc2)c2cc(Br)ccc2NC1=O (configuration not stated)

Assay by compound	1	2	3	4	5	6	7	8	9	10
CHRM4 antagonist	20	0	2	6	-19	-1	3	3	4	5
CHRM1 PAM	-18	3	-1	18	5	-7	2	6	5	6
CHO parental Ca	-10	.	5	-22	-13	-11	11	-13	-20	-3
CHRM1 antagonist	32	-8	-27	-2	-3	5	4	-7	-10	0
M4 ag	0	0	0	1	2	1	1	2	1	2
M1 ag	-7	-2	-3	2	-3	-10	-3	0	-7	-1
OXTR potentiator	-3	.	-7	-3	-7	-2	-18	-2	1	-2
CHO-K1 Ca ag	0.2	0.6	-0.2	0.2	0.4	6.7	0.2	1.4	1.0	1.5
CHO-K1 Ca antag	14	-9	-3	-5	-1	-3	-12	-4	5	-9

Overlap with the part before: 3 compounds, followed by the next part.
8) CC/C(=N\Nc1ccccc1)c1c(O)n(C)c(=O)n(C)c1=O
9) Cc1ccsc1CNCCc1ccc(F)cc1
10) CC(=O)OC1N=C(c2ccc(Cl)cc2)c2cc(Br)ccc2NC1=O (configuration not stated)
11) CCCc1[nH]nc2c1C1(C(=O)N(Cc3ccccc3)c3ccccc31)C(C(=O)OC)=C(N)O2 (configuration not stated)
12) C/C(=N\NC(=O)c1ccccc1O)c1c(O)n(Cc2ccccc2)c(=O)[nH]c1=O
13) CNS(=O)(=O)c1ccc(-c2ccc(C=C3C(=O)NC(=O)NC3=O)o2)cc1
14) C=CCN(CC=C)C(=O)CCN1CC1C (configuration not stated)
15) COc1ccc(C2SCC(=O)Nc3c2c(=O)[nH]n3C2CCCCCC2)cc1 (configuration not stated)
16) CC(C)=CCC12CN3CCN(CC(C3)C1=O)C2
17) CCC(C)N1C(=O)NC(=O)C2(Cc3c(ccc4ccccc34)N(C)C2)C1=O (configuration not stated)
18) C=C1C(=O)[C@@]23C[C@H]4[C@@H]5[C@@]6(C)CCC[C@@]57[C@@H]2[C@@H](O)[C@@H]1C[C@H]3[C@H]7N4C6
19) CCOC(=O)c1c(-n2c(C)cc(/C=C3\C(=O)NC(=O)N(C)C3=O)c2C)sc2c1CCCC2
20) CCOC(=O)c1c(C)n(Cc2ccco2)c2ccc(O)cc12

Assay by compound	8	9	10	11	12	13	14	15	16	17	18	19	20
CHRM4 antagonist	3	4	5	7	-7	-13	7	-3	2	12	-15	7	-3
CHRM1 PAM	6	5	6	5	2	3	-1	9	9	-15	3	5	-3
CHO parental Ca	-13	-20	-3	-40	-15	0	.	-3	2	-35	-10	-15	-2
CHRM1 antagonist	-7	-10	0	-10	-2	2	-1	-8	-15	44*	-6	-6	8
M4 ag	2	1	2	-1	-1	2	1	-2	1	13	1	0	3
M1 ag	0	-7	-1	-5	-1	-3	-7	-3	-4	3	-8	-4	-1
OXTR potentiator	-2	1	-2	-1	0	-4	.	0	-2	-6	-4	-12	-8
CHO-K1 Ca ag	1.4	1.0	1.5	0.3	0.2	1.3	0.6	-0.2	1.0	4.5	0.2	0.0	0.6
CHO-K1 Ca antag	-4	5	-9	-2	-14	-10	-13	-2	-17	2	0	4	-8

21) CCn1ccnc1CN1CCCC(C(=O)c2cc(F)ccc2OC)C1 (configuration not stated)
22) Cc1ccc(-c2cc(-c3ccc(C)cc3)[n+](C)o2)cc1
23) O=[N+]([O-])c1ccc(NCc2ccc(Cl)cc2)c2ccncc12
24) c1coc(CN2Cc3ccccc3-n3nncc3C2)c1
25) CC1=CP(=O)(Oc2ccc([N+](=O)[O-])cc2)CC1 (configuration not stated)
26) O=c1c2ccccc2nc(/C=C/c2ccc3c(c2)OCO3)n1-c1ccccc1
27) Cn1cc(C(O)CN2CCCCC2)c2ccccc21 (configuration not stated)
28) CN1CCN(c2ccc(N)c(N3CCN(C)CC3)c2)CC1
29) Cc1ncoc1C(=O)NCC1=C(c2ccc(S(C)(=O)=O)cc2)C[C@@H]2CC[C@H]1N2Cc1ccco1
30) CC(C)n1c(=O)c(C=Nc2ccc(S(N)(=O)=O)cc2)c(O)n(Cc2ccco2)c1=O

Assay by compound	21	22	23	24	25	26	27	28	29	30
CHRM4 antagonist	-7	2	-1	-2	-7	-9	4	-6	-17	-3
CHRM1 PAM	-5	1	8	5	8	-4	10	3	8	15
CHO parental Ca	-18	5	-22	.	.	-12	-6	3	.	-20
CHRM1 antagonist	-2	1	-16	1	-12	2	-12	-12	-19	-6
M4 ag	4	1	2	2	1	5	1	1	1	3
M1 ag	-1	-10	-5	-5	2	-3	-7	-4	-7	-1
OXTR potentiator	-1	-4	0	.	.	-10	-3	-3	.	-6
CHO-K1 Ca ag	3.2	0.8	0.5	0.5	1.1	2.1	0.8	0.0	0.6	0.6
CHO-K1 Ca antag	5	-7	-16	-5	13	-4	-9	-6	-14	-7

31) CC(=NCCN1CCCCC1)c1c(O)[nH]c(=O)[nH]c1=O
32) CCC(=Nc1ccccc1NC(C)=O)c1c(O)n(C)c(=O)n(C)c1=O
33) O=C1NC(=O)N(c2ccccc2F)C(=O)/C1=C/c1ccc(Sc2nc3ccccc3[nH]2)o1
34) O=C1NC(=S)NC(=O)C12C(c1ccc(F)cc1)NC(=S)NC2c1ccc(F)cc1 (configuration not stated)
35) COC(=O)C1=C(c2ccc(OC)c(OC)c2)C[C@@H]2CC[C@H]1N2C(=O)N1CCCCC1
36) O=C(COc1ccc(Cl)cc1)N1CCN(Cc2ccc([N+](=O)[O-])cc2)CC1
37) CNC(=O)Oc1ccc(-c2cn3cc(C)ccc3n2)cc1
38) C#CC1(O)CCC2C3CCC4=CC(=O)CCC4=C3C=CC21C (configuration not stated)
39) O=C(CN1CCCCC1)c1ccc(OC(F)F)cc1
40) COC(=O)C1=C(c2ccc(F)cc2F)C[C@@H]2CC[C@H]1N2C(=O)NCc1ccc(C(F)(F)F)cc1

Assay by compound	31	32	33	34	35	36	37	38	39	40
CHRM4 antagonist	9	1	21	-4	-9	5	-1	-9	-9	-10
CHRM1 PAM	5	3	-9	4	13	-3	8	-15	3	2
CHO parental Ca	1	-12	38	-8	-17	-16	-9	.	6	-37
CHRM1 antagonist	-1	-8	10	-11	-15	3	-17	13	1	-7
M4 ag	0	-1	41*	1	1	5	1	19	1	9
M1 ag	-1	-5	17*	-2	0	-8	-13	5	-7	-7
OXTR potentiator	1	-1	-12	-12	-3	-11	2	.	-7	-4
CHO-K1 Ca ag	-0.1	0.5	16*	0.3	0.6	4.7	-0.8	16*	0.2	-0.1
CHO-K1 Ca antag	-1	-3	15	-7	-17	-1	-7	3	1	-19

Grouped by structure: those above with a Cl atom
10) CC(=O)OC1N=C(c2ccc(Cl)cc2)c2cc(Br)ccc2NC1=O (configuration not stated)
23) O=[N+]([O-])c1ccc(NCc2ccc(Cl)cc2)c2ccncc12
36) O=C(COc1ccc(Cl)cc1)N1CCN(Cc2ccc([N+](=O)[O-])cc2)CC1

Assay by compound	10	23	36
CHRM4 antagonist	5	-1	5
CHRM1 PAM	6	8	-3
CHO parental Ca	-3	-22	-16
CHRM1 antagonist	0	-16	3
M4 ag	2	2	5
M1 ag	-1	-5	-8
OXTR potentiator	-2	0	-11
CHO-K1 Ca ag	1.5	0.5	4.7
CHO-K1 Ca antag	-9	-16	-1

New compounds follow.
41) Cn1nc(N)c2c1N=P(N1CCOCC1)(N1CCOCC1)N=C2c1ccccc1
42) CN1CCN(C(=O)COc2ccc(Oc3ccccc3)cc2)CC1
43) CSc1ccc(C(=O)C2CCCN(Cc3cnc(SC)nc3)C2)cc1 (configuration not stated)
44) CC(NS(=O)(=O)OCC(Cl)(Cl)Cl)c1ccccc1 (configuration not stated)
45) Cc1c(C)c2ccc(OCC(=O)N3CCN(Cc4ccccc4)CC3)cc2oc1=O
46) CCCN1C2CCCC1CC(NC(C)=O)C2 (configuration not stated)
47) CC(CCc1ccccc1)NCCC#N (configuration not stated)
48) COC(=O)C1C2CC[C@@H](CC1OC(=O)c1ccccc1)N2 (some centres not stated)
49) Cc1ccc2c(c1)C1CN(C)CCC1N2S(=O)(=O)c1ccccc1 (configuration not stated)
50) COc1ccc(-c2cc(=NCCC(=O)O)c3cc(C)ccc3o2)cc1

Assay by compound	41	42	43	44	45	46	47	48	49	50
CHRM4 antagonist	-1	5	1	9	5	-3	1	-29	-1	-20
CHRM1 PAM	2	8	-11	-2	7	10	-3	5	-3	2
CHO parental Ca	-7	-5	-20	0	-1	2	-15	-15	-13	.
CHRM1 antagonist	-2	-2	-1	12	-6	-19	-2	-10	-13	0
M4 ag	2	1	2	1	1	0	0	1	1	9
M1 ag	-1	-15	-10	-3	-3	10	-3	2	-11	-7
OXTR potentiator	-3	1	-10	-9	-5	-14	-3	1	-8	.
CHO-K1 Ca ag	1.5	2.0	1.1	-0.3	-0.4	0.5	-0.1	0.0	1.1	2.7
CHO-K1 Ca antag	-19	-18	3	1	1	-6	11	-10	-15	-15

51) COc1cccc(CN2CCCCC2c2cccnc2)c1 (configuration not stated)
52) CCS(=O)(=O)Nc1cccc(C(=C2CCCCC2)c2cnc[nH]2)c1
53) COc1nc(C)nc(NC(=O)NS(=O)(=O)c2ccccc2Cl)n1
54) O=C1NC(=O)N(CCc2ccc(F)cc2)C(=O)/C1=C\C=C\c1ccccc1
55) COCCN1C(=O)/C(=C/c2c(OC)cc(OC)cc2OC)C(=O)N(c2ccccc2)C1=O
56) BrCC(Br)(Br)Br
57) CCCC(=O)Nc1ccc(N2CCN(CC)CC2)c(Cl)c1
58) CCC1(c2ccccc2)C(=O)NC(=S)NC1=O

Assay by compound	51	52	53	54	55	56	57	58
CHRM4 antagonist	11	-1	-10	-4	-2	-1	9	-3
CHRM1 PAM	-4	4	9	6	5	-1	2	3
CHO parental Ca	-12	-14	-7	.	-11	-6	-12	.
CHRM1 antagonist	1	-30	-31	-4	-6	-4	-4	-4
M4 ag	-1	-2	1	2	0	3	1	1
M1 ag	-9	-8	-3	-5	-2	-4	-6	-6
OXTR potentiator	-5	-2	-1	.	-4	-3	-3	.
CHO-K1 Ca ag	0.2	-0.1	1.7	1.3	0.5	-0.2	0.0	0.4
CHO-K1 Ca antag	-11	-21	-7	-5	-2	-4	-8	-1
